From PubChem
TRPC4 agonist = TRPC4 (mouse) channel activation; AID 2237; HEK293 TRPC4beta/mu-opioid, Fluo4 calcium fluorescence; hits give high values; B-score at 10 µM; 310,000 compounds, 0.49% hits;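 active = B-score above 5 SD of library B-scores, and initial fluorescence ratio not above library mean plus 5 SD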;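 also: positive B-score marks a calcium rise read as TRPC4 activation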
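System – HEK293 cells stably co-expressing mouse TRPC4beta and mu-opioid receptor · Signal – Fluo4 calcium-sensitive dye fluorescence, kinetic, 1 Hz baseline · Benchmarks – buffer (low) and maximal DAMGO (high) · Read-out – B score of integrated fluorescence ratio per well · Incubation – dye loading 45 min room temperature, 110 s kinetic read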
MrgX1 PAM = allosterically activates human MrgX1 receptor signaling; Q96LB2; MrgX1-HEK293, Fluo-4 calcium flux, FDSS; hits give high values; B-score at 10 µM; 310,000 compounds, 0.63% hits;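 active = plate-corrected calcium response at least 3 library SD above typical, normal starting fluorescence, not activating the receptor alone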;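 also: compound read alongside a low EC10 to EC30 dose of BAM8-22 agonist; peak minus trough fluorescence over baseline measured at the second addition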
MrgX1 agonist = activates human MrgX1 receptor signaling | MrgX1-HEK293 cells, Fluo-4 calcium fluorescence, agonist mode; hits give high values | B-score at 10 µM | 310,000 compounds, 0.44% hits | AID 588627;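 active = calcium response B-score plate-corrected fluorescence ratio at least 3 library SD, with starting fluorescence B-score inside 5 SD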
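Material: HEK293 cells stably expressing human MrgX1 receptor | Quantity: 15,000 cells per well | Times: Cells plated overnight, dye loaded 0.5 h 37 °C, 0.5 h room temperature | Measured by: Kinetic Fluo-4 NW fluorescence of intracellular calcium | Control set: Positive and negative controls per plate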
TRPC6 inh = inhibitors of mouse TRPC6 channel. Q61143. HEK293-TRPC6, membrane potential dye, ACh-evoked depolarization; hits give low values. B-score at 10 µM. 310,000 compounds, 1.1% hits;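 active = B-score under library mean minus 3 SD, initial fluorescence not abnormally high, positive integrated signal ratio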;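 also: B-score derived from integrated fluorescence ratio over the kinetic read; more negative B-score means stronger inhibition of depolarization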
Target sequence (Q61143 whole entry, looked up): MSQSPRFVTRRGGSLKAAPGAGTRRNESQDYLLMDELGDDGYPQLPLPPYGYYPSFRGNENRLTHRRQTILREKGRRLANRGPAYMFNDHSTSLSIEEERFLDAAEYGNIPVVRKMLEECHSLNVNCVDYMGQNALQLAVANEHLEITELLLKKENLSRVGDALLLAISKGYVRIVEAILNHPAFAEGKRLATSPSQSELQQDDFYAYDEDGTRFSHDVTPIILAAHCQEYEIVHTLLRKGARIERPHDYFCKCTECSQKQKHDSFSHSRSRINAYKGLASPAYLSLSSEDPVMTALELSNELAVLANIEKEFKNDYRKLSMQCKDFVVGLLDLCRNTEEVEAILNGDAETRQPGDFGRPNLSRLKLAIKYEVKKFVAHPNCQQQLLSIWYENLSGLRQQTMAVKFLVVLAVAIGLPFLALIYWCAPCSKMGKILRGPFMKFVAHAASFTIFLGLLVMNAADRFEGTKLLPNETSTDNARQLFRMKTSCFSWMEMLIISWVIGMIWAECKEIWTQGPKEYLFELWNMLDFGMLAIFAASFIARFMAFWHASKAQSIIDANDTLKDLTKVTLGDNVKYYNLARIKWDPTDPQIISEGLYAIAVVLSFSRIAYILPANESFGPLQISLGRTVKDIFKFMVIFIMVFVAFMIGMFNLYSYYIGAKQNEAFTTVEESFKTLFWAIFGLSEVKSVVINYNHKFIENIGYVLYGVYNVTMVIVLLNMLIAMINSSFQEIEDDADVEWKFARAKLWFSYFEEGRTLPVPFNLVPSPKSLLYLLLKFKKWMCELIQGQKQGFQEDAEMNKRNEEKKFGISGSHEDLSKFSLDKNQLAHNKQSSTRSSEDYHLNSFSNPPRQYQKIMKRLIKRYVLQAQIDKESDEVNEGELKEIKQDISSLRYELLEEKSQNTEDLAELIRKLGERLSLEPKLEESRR
MrgX1 antag = antagonists of human MrgX1 receptor; MRGX1-HEK293 calcium flux, Fluo-4, BAM8-22 antagonism; hits give low values; B-score at 10 µM; 310,000 compounds, 1.3% hits;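 active = calcium-response B-score plate-corrected more than 3 library SD below zero, starting fluorescence within 5 deviations, no agonist response on first addition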;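 also: peak minus trough fluorescence over baseline after final BAM8-22 challenge near maximal dose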
HIF activator = HIF pathway transcriptional activation; U2OS HRE-luciferase reporter, luminescence; normalized: DMSO 0%, desferrioxamine 100%; activation, % at 7.5 µM (by protocol); 300,000 compounds, 0.32% hits; AID 1910;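 active = mean activation of at least 10% of the iron chelator positive control signal, with at least half of replicates also reaching 10%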
TRPC4 potent = allosteric potentiators of mouse TRPC4 channel; Q9QUQ5; HEK293 TRPC4beta/mu-opioid, DAMGO EC20, Fluo-4 Ca2+ flux; hits give high values; B-score at 10 µM; 310,000 compounds, 0.42% hits;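 active = B-score of calcium response area above 5 SD of library B-scores, with initial fluorescence ratio within 5 SD of library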;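 also: B-score of integrated fluorescence ratio over time as area under calcium response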
TRPC4 inh = TRPC4 (mouse) channel inhibition; HEK293 TRPC4beta/mu-opioid, DAMGO-evoked Fluo4 calcium flux; hits give low values; 300,000 compounds, 0.39% hits; B-score at 10 µM; Q9QUQ5;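 active = B-score over 3 SD under the library average, no early fluorescence shift, positive overall ratio signal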
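System: stable TRPC4beta/mu-opioid receptor HEK293 cells; Dosing: single-point compound dosing; Measured by: Fluo4 Ca2+ flux fluorescence; Read-out basis: per-well B score of integrated baseline-normalized Fluo4 ratio.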
TRPC6 activator = mouse TRPC6 channel activation. Q61143. HEK293-TRPC6 membrane potential dye fluorescence; hits give high values. B-score at 10 µM. 310,000 compounds, 0.13% hits. AID 2550;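 active = B-score of the integrated fluorescence ratio above library mean plus 3 SD, and starting fluorescence ratio within library mean plus 5 SD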;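 also: higher score means more depolarization so channel activation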
AI-2 QS mod = Vibrio harveyi AI-2 quorum sensing modulation | Vibrio harveyi JMH597 AI-2 luminescence/OD600 ratio, 9 h; hits give low values; strain lacks LuxN and CqsS sensors; 0 = neutral-control median | 300,000 compounds, 0.4% hits | activity change, % at 7.5 µM; in the data active = activity change below about -75%, passing the limit was not always enough;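 also: luminescence divided by OD600 gain over 9 h not by final OD600 alone; inactives centre near 13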
PolyA inhibitor = yeast polyadenylation inhibition. S. cerevisiae SKY197-pL101 polyadenylation reporter, beta-gal luminescence; efflux-impaired pdr1/pdr3 knockout yeast; score 100 = 6 SD above DMSO. calls only at 12 µM. 300,000 compounds, 0.02% hits;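 active = lowest replicate activity score at least 50, where 100 means six control SD above control mean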;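 also: yeast exposed to compound for 9 h at 30 °C; higher score means more reporter readthrough which indicates perturbed polyadenylation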
An asterisk follows results filed as active; i = inactive; . = no result given. The list is partial (hit frequency here may not be typical).

smiles	MrgX1 antag	TRPC4 potent	HIF activator	TRPC6 activator	TRPC4 inh	AI-2 QS mod	MrgX1 PAM	PolyA inhibitor	TRPC6 inh	TRPC4 agonist	MrgX1 agonist
Cc1ccc(S(=O)(=O)Nc2ccc(C(=O)Nc3ccncc3)cc2)cc1	i	i	-0.4	i	i	40.1	i	i	i	i	i
Cc1c(C(=O)N(C)CCC#N)oc2ccc(S(=O)(=O)N3CC(C)CC(C)C3)cc12 (configuration not stated)	i	i	-1.0	i	i	10.6	i	i	i	i	i
Cc1csc(NC(=O)c2nc(-c3ccccc3)n(-c3ccccc3)n2)n1	i	i	0.0	i	i	9.4	i	i	i	i	i
COC(=O)c1ccc(CNC(=O)c2ccc(OCC(=O)N3CCOCC3)c(OC)c2)cc1	i	i	3.8	i	i	25.1	i	i	i	i	i
CCOc1cccc(C(=O)Nc2cnn(Cc3ccccc3)c2)c1	i	i	-0.2	i	i	-18.2	i	i	i	i	i
Cc1nnc(NC(=O)c2ccccc2-c2ccccc2C(=O)O)s1	i	i	-0.8	i	i	22.6	i	i	i	i	i
CC[C@@H]1CC=C[C@H]2[C@H]1C(=O)N(Cc1ccccc1)[C@H]2c1ccc(C(F)(F)F)cc1	i	i	-0.4	i	i	-0.5	i	i	i	i	i
COC(=O)c1ccc(C(=O)OC)c(NC(=S)N2CCCC(CO)C2)c1 (configuration not stated)	i	i	-0.1	i	i	6.3	i	i	i	i	i
CN(C)S(=O)(=O)c1ccc(C(=O)OCC(=O)NCc2ccco2)cc1	i	i	-0.2	i	i	-67.2	i	i	i	i	i
CSCCC(NC(=O)c1ccc(Cl)cc1)C(=O)OCC(=O)Nc1cc(Cl)ccc1C#N (configuration not stated)	i	i	-0.2	i	i	25.6	i	i	i	i	i
Cn1c(=O)n(C)c2cc(NC(=O)COc3ccc(F)cc3F)ccc21	i	i	-0.9	i	i	-18.7	i	i	i	i	i
CCCn1c(O)c(N=NC(=O)CNC(=O)/C=C/c2ccc(OC)cc2)c2ccccc21	i	i	-0.4	i	i	24.0	i	i	i	i	i
NC(=O)CSc1nnc(CNc2cccc(Cl)c2)n1CCc1ccccc1	i	i	-0.5	i	i	26.4	i	i	i	i	i
CCN1CCN(c2cc(=O)n(C3CCCCC3)c(=O)[nH]2)CC1	i	i	-0.1	i	i	17.4	i	i	i	i	i
CCCC(C(=O)NC1CCCC1)N(C(=O)Cn1nnc(-c2ccc(C)o2)n1)c1ccccc1OC (configuration not stated)	i	i	-0.1	i	i	19.6	i	i	i	i	i
CCOC(=O)C(NC(=O)Nc1cccc(C)n1)(OCC(F)(F)F)C(F)(F)F (configuration not stated)	i	i	0.2	i	i	25.0	i	i	i	i	i
CCCc1nnc(NS(=O)(=O)c2ccc(OC)cc2)s1	i	i	-0.8	i	i	36.7	i	i	i	i	i
COc1cccc(-c2ccc(SCC(=O)NC3CCCCC3)nn2)c1	i	i	0.9	i	i	3.0	i	i	i	i	i
Cc1cccc(-c2nc(CS(=O)CC(=O)N3CCc4ccccc4C3)c(C)o2)c1 (configuration not stated)	i	i	0.4	i	i	92.7	i	.	i	i	i
Cc1ccc(/C=C2/Sc3ccc(C(=O)NCc4ccccn4)cc3NC2=O)cc1	i	i	0.4	i	i	4.8	i	i	i	i	i
CC(=O)OCC(=O)Nc1ccc([N+](=O)[O-])cc1Cl	i	i	-0.1	i	i	22.6	i	i	i	i	i
COCCCNC(=O)C1CCN(C(=O)c2oc3cc4sc(N(C)C)nc4cc3c2C)CC1	i	i	2.2	i	i	18.7	i	i	i	i	i
O=C(c1ccc2c3c(cccc13)CC2)N1CCOCC1	i	i	-0.3	i	i	5.3	i	i	i	i	i
O=C(Cn1cnc2c(nnn2Cc2ccccc2F)c1=O)NCC1CCCO1 (configuration not stated)	i	i	-0.3	i	i	24.6	i	i	i	i	i
CC1(C)CC(=O)C2=C(C1)OC(N)=C(C#N)C2c1ccc(OC(=O)N2CCOCC2)cc1 (configuration not stated)	i	i	-0.2	i	i	10.4	i	i	i	i	i
CCCc1cc(=O)oc2cc3oc(C)c(C)c3cc12	i	i	-0.2	i	i	23.1	i	i	i	i	i
CC1=C(C)CC(C(=O)NCC(=O)c2ccccc2)C(C(=O)O)C1 (configuration not stated)	i	i	2.4	i	i	11.4	i	i	i	i	i
C=CCOc1c(CNc2cccc(C(=O)O)c2)cccc1OC	i	i	0.9	i	i	21.3	i	i	i	i	i
Cc1no[n+]([O-])c1COc1ccc(/C=N/n2nnnc2N)cc1	i	i	-0.1	i	i	18.7	i	i	i	i	i
COc1ccc(NC(=O)c2ccc3c(c2)OCCO3)cc1OC	i	i	2.2	i	i	26.5	i	i	i	i	i
O=C(NNC(=O)C12CC3CC(CC(C3)C1)C2)[C@@H]1C[C@H]1c1ccccc1	i	i	0.4	i	i	20.8	i	i	i	i	i
CC12CCC(C(=O)N3CCOCC3)([C@H](Br)C1=O)C2(C)C (some centres not stated)	i	i	0.1	i	i	8.4	i	i	i	i	i
CCCC(C)NC(=O)c1ccc(OCc2ccc(Cl)cc2)c(OC)c1 (configuration not stated)	i	i	0.3	i	i	21.4	i	i	i	i	i
CCOC(=O)c1nnn(-c2nonc2-n2cccc2)c1CCl	i	i	-1.6	i	i	9.6	i	i	i	i	i
Clc1ncnc2scc(-c3ccccc3)c12	i	i	-0.4	i	i	0.2	i	i	i	i	i
Cc1noc(C)c1C(=O)N1CCN(S(=O)(=O)c2cccc(Cl)c2Cl)CC1	i	i	-0.1	i	i	13.7	i	i	i	i	i
CCN1CCN(CCC(=O)Nc2ccccc2OC)CC1	i	19*	0.0	i	i	8.7	i	i	i	i	i
CCc1ccccc1NC(=O)c1nnn(CC(=O)Nc2cccc(C)c2)c1N	i	i	4.1	i	i	-8.9	i	i	i	i	i
C(=N\Nc1nc(N2CCCCC2)nc(N2CCCCC2)n1)/c1c[nH]c2ccccc12	i	i	-0.1	i	i	51.5	i	i	-7.86*	i	i
Cc1cc2c(cc1S(=O)(=O)N(C)C1CCCCC1)OCC(=O)N2	i	i	-0.2	i	i	2.2	i	i	i	i	i
Cc1ccc(S(=O)(=O)NCC2CCC(C(=O)O)CC2)cc1 (configuration not stated)	i	i	0.2	i	i	37.3	i	i	i	i	i
COc1ccccc1/C=C/C(=O)Oc1cccc2cccnc12	i	i	0.1	i	i	-9.1	i	i	i	i	i
COc1ccc(NCc2nc3ccccc3n2CCOc2ccc(C)cc2)cc1	i	i	0.6	i	i	33.1	i	i	i	i	i
O=C(CN1CCN(S(=O)(=O)c2cc(Cl)ccc2Cl)CC1)c1ccc(O)c(O)c1	i	i	0.3	i	i	22.6	i	i	i	i	i
CSc1sc(C(=O)N(C)C)cc1S(=O)(=O)C(C)C	i	i	0.3	i	i	10.7	i	i	i	i	i
C[C@@H](C[C@@H](O)[C@H](O)C(C)(C)O)[C@@H]1CC[C@]2(C)C3=CC[C@H]4C(C)(C)C(=O)CC[C@]4(C)[C@H]3CC[C@@]12C	i	i	-0.8	i	i	8.1	i	i	i	i	i
CCOC(=O)c1sc2nc(CC(=O)OC)nc(N3CCN(c4ccc(OC)cc4)CC3)c2c1C	i	i	0.1	i	i	12.7	i	i	i	i	i
Cc1cc2nnc(SCC(=O)Nc3cc(S(=O)(=O)N4CCOCC4)ccc3Cl)n2c2ccccc12	i	i	-0.1	i	i	15.2	i	i	i	i	i
CCOc1ccc(N(CC(=O)Nc2ccc(C)c(C)c2)S(C)(=O)=O)cc1	i	i	4.2	i	i	11.5	i	i	i	i	i
Cc1cc(C)cc(NC(=O)CCCCCN2C(=O)[C@@H]3Cc4ccccc4CN3C2=O)c1	i	i	0.1	i	i	5.5	i	i	i	i	i
Cn1ncc(Cl)c1C(=O)N1CCC(Cc2ccccc2)CC1	i	i	0.7	i	i	5.4	i	i	i	i	i
CCCCn1c(N)c(Sc2ccc(Cl)cc2)c(=O)[nH]c1=O	i	i	-0.3	i	i	37.8	i	i	i	i	i
Cc1nnc(NC(=O)CSc2n[nH]c(-c3ccccc3C)n2)s1	i	i	-1.0	i	i	.	i	i	i	i	i
Cc1nc2c(-c3ccc(F)cc3)c(C)nn2c(C)c1CCC(=O)N1CCN(c2ccccc2)CC1	i	i	-0.3	i	i	-5.1	i	i	i	i	i
O=C(CN(C(=O)CCC(=O)Nc1nccs1)c1ccc(F)cc1)NCc1ccccc1	i	i	0.1	i	i	9.5	i	i	i	i	i
NS(=O)(=O)OCc1ccc(C(F)(F)F)cc1	i	i	-0.7	i	.	17.3	i	i	i	i	i
CCOC(=O)c1ccc(NC(=O)C2CCCN(S(=O)(=O)c3ccc(F)cc3)C2)cc1 (configuration not stated)	i	i	-0.5	i	i	20.3	i	i	i	i	i
COC(=O)c1ccc(NC(=O)CSc2nncn2-c2cccnc2)cc1	i	i	0.1	i	i	3.5	i	i	i	i	i
CCOc1ccc2ccccc2c1/C=N\NC(=O)OC	i	i	0.0	i	i	8.8	i	i	i	i	i
CN(C)c1ccc(/C=N/NC(=O)c2ccc3nc[nH]c3c2)cc1	i	i	0.3	i	i	16.1	i	i	i	i	i

Later entries.
smiles	MrgX1 antag	TRPC4 potent	HIF activator	TRPC6 activator	TRPC4 inh	AI-2 QS mod	MrgX1 PAM	PolyA inhibitor	TRPC6 inh	TRPC4 agonist	MrgX1 agonist
CCOC(=O)C1(CCOc2ccccc2)CCN(Cc2cccc(F)c2)CC1	i	i	0.8	i	i	7.1	i	i	i	i	i
CCCc1cc(=O)[nH]c(SCC(=O)Nc2nonc2N)n1	i	i	-0.4	i	i	9.6	i	i	i	i	i
CCOC(=O)N1CCN(c2cccc(C)c2C)CC1	i	i	-0.8	i	i	8.0	i	i	i	i	i
COc1ccc(C(=O)NC(=S)N2CCCCC2)cc1[N+](=O)[O-]	i	i	-0.2	i	i	13.6	i	i	i	i	i
C/C(=C\C(=O)c1ccc(Cl)cc1)Nc1ccc(N2CCOCC2)cc1	i	i	-0.2	i	i	16.6	i	i	i	i	i
